Screening results deposited in PubChem by National Center for Advancing Translational Sciences (NCATS).
EPAC1 antag = antagonists of human EPAC1; O95398; EPAC1 GEF assay, Rap1b-BODIPY-GDP exchange fluorescence; Potency, µM (doses to about 115 µM), without a hit: at the top dose activity change, negative = inhibition, usual class: inhibitors; 360,000 tested, 0.14% active;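 note: potency is the fitted concentration of half-maximal effect; plate controls were vehicle for no effect and positive control for full effect; nearly all actives have a fitted effect of over 50% in size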
PLK1 PBD block = inhibitors of human PLK1 polo-box domain binding; P53350; Plk1 PBD binding of FITC phosphopeptide, fluorescence polarization; Potency, µM, without a hit: max response, negative = inhibition, usual class: inhibitors; 360,000 tested, 2.8% active; AID 720504; note: potency is the fitted concentration of half-maximal effect; series mostly up to about 57 µM; % is set by controls: 0 for no effect and ±100 for the full control effect; nearly all actives have a fitted effect of over 65% in size
Abeta rescue = compounds reversing amyloid beta toxicity in yeast; yeast expressing A-beta42, growth rescue, OD600, 48 h; response scale: 0% DMSO, 100% iron-clioquinol control; Potency, µM (series often up to 46.1 µM), for the others: at the highest dose growth rescue, usual class: activators; 410,000 tested, 0.063% active; AID 1347071; note: potency is the fitted concentration of half-maximal effect; nearly all actives have a fitted effect of over 55% in size
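Yeast A-beta toxicity model in growth medium with pinned compounds, 48 h at 30 C; growth read as absorbance at 600 nm. Normalized to FeCl3/clioquinol equimolar mix (positive) and DMSO (negative).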
IL2 activator = activates IL-2 in a cell-based reporter assay. 360,000 tested, 0.065% active. activation, % (series mostly up to about 46 µM). IL-2 activation reporter assay, cell-based qHTS; stimulated with anti-CD3/CD4/CD28 beads; in transgenic mouse T cells; in the data active = activation above about 50%; inconclusive = mostly about 30% to 49%; note: 0% is about no effect
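Unstimulated transgenic mouse T cells, 750 per well, received compound and, after 60 minutes, anti-CD3/anti-CD4 bead plus anti-CD28 stimulation. EGFP and DsRed were quantified after 18 hours.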
EPAC1 agonist = EPAC1 (human) agonism | EPAC1 agonist qHTS, biochemical assay; response scale: 100% = response to 6.5 mM cAMP | O95398 | Potency, µM (top dose mostly 154 µM), without a hit: at the top dose activation, usual class: activators | 360,000 tested, 0.073% active; note: potency is the fitted concentration of half-maximal effect; nearly all actives have a fitted effect of over 60% in size
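Nucleotide exchange assay: 100 nM EPAC1 with 250 nM Rap1B loaded with BODIPY-GDP and 50 uM GDP, room temperature. Fluorescence (480/540 nm) read every 5 min for 30 min; signal change normalized to 6.5 mM cAMP as full agonist.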
aSyn rescue = rescues yeast growth from alpha-synuclein toxicity; Yeast expressing alpha-synuclein, growth rescue, BacTiter-Glo, 24 h; Potency, µM (highest dose often 46.1 µM), for the others: at the top dose growth rescue (activation), actives largely listed as activators; 370,000 tested, 0.14% active; note: potency is the fitted concentration of half-maximal effect; % of control where 0% means no effect; nearly all actives have a fitted effect of over 65% in size
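Rescue of yeast growth: cells expressing toxic alpha-synuclein, induced in galactose at OD600 0.02, incubated with compound 24 h at 30 C. ATP luminescence quantified growth; inhibitors of toxicity appear as activators.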
PI5P4K alpha inh = inhibitors of human PI5P4K alpha; max response, %; P48426; PI5P4Kalpha enzyme, ADP-Glo luminescence, 60 min; hits give low values; 330,000 tested, 1.2% active; active = max response of -50% or lower; inconclusive = between -30% and -50%; inactive = -30% or higher; note: value at the top dose of about 77 µM; % is set by controls: 0 for no effect and ±100 for the full control effect
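qHTS, 1536-well: enzyme/substrate mix, compound by pin tool, 5 microM ATP final; RT 60 min; ADP-Glo reagents 1 (45 min) then 2 (30 min); luminescence.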
WRN inhibitor = inhibitors of human WRN helicase | Potency, µM (series often up to 114 µM), for the others: top-dose activity change, negative = inhibition, hits mostly inhibitors | AID 651768 | Q14191 | 360,000 tested, 0.46% active | WRN helicase unwinding, fluorescent forked duplex, kinetic; note: potency is the fitted concentration of half-maximal effect; % is set by controls: 0 for no effect and ±100 for the full control effect; nearly all actives have a fitted effect of over 55% in size
Target sequence (Q14191 whole entry, looked up): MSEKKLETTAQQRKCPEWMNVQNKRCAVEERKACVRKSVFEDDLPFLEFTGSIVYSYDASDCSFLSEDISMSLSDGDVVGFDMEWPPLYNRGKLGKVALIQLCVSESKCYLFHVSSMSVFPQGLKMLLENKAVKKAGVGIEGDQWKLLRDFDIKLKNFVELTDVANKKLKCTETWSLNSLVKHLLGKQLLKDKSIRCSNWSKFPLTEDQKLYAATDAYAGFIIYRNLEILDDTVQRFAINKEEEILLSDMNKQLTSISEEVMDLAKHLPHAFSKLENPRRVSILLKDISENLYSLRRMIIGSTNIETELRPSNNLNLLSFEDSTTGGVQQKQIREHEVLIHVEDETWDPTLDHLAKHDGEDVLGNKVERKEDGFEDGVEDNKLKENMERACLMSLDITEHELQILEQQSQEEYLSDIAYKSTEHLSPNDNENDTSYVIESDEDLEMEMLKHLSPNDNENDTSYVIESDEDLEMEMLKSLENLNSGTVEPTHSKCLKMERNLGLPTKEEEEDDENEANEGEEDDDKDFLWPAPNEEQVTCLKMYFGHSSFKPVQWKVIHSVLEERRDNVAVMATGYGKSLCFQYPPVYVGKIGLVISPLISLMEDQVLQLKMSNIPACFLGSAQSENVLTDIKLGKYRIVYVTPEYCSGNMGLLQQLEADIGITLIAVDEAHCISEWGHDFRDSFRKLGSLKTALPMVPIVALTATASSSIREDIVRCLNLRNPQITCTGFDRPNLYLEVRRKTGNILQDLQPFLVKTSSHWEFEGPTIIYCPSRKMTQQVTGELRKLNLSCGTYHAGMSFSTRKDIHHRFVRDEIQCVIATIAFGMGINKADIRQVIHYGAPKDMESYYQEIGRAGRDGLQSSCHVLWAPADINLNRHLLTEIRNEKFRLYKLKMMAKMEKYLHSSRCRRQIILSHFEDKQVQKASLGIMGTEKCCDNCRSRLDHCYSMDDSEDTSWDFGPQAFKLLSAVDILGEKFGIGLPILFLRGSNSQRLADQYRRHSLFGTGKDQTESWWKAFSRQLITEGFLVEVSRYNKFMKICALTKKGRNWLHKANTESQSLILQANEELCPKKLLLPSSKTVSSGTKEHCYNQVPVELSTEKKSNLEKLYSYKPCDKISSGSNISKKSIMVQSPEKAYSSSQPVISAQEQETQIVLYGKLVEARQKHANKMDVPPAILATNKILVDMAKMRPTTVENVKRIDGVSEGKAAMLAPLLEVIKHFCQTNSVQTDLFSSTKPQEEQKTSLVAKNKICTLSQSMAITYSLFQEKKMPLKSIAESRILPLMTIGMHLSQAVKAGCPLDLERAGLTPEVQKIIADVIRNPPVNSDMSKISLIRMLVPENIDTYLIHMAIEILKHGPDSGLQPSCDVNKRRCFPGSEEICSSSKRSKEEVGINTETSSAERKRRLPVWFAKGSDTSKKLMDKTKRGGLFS
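Kinetic fluorescence helicase assay: unwinding of a quenched forked DNA duplex (100 nM final) with 2 mM ATP final raises red fluorescence (525/598 nm). Compounds sat 15 min at room temperature with 20 nM WRN beforehand.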
FUS suppressor = suppressors of FUS proteinopathy in yeast. S. cerevisiae FUS-expressing, growth rescue, OD600, 24 h. Potency, µM (top dose mostly 76.6 µM), for inactives: top-dose growth rescue (activation), hits mostly activators. 390,000 tested, 0.24% active. AID 1347120;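 note: potency is the fitted concentration of half-maximal effect; plate controls were DMSO vehicle for no effect and reference control for full effect; nearly all actives have a fitted effect of over 55% in size; some results filed as inactive show a strong effect at the top dose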
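Toxicity suppression screen in FUS-yeast. Cells induced with 2% galactose, starting OD 0.005, treated 24hr at 30C with compounds at multiple final concentrations; growth by OD600.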
Numbers without * were called inactive; ? = inconclusive; nt = no result given; [ ] = dose if it differs, or a comment. Unless noted, calls come from the whole dose curve; as a rule, active = well fitted curve in the direction sought with a large enough effect; inconclusive = small, poorly fitted or top-dose-only effect, or another doubt; inactive = no such curve, though single readings can be large; an effect the other way counts as inactive or inconclusive.

SMILES | EPAC1 antag | PLK1 PBD block | Abeta rescue | IL2 activator | EPAC1 agonist | aSyn rescue | PI5P4K alpha inh | WRN inhibitor | FUS suppressor
Cc1c(NC(=O)C(C)OC(=O)c2c3c(nc4ccccc24)CCC3)c(=O)n(-c2ccccc2)n1C (stereo unspecified) | -21% | -19% | -23% | -2.1 | 0% | -4% | ? | ? | 22µM*
N#CC1=C(N)OC2=C(C(=O)CC(c3ccccc3)C2)C1c1cccnc1 (stereo unspecified) | 0% | 0% | 24% | -2.3 | -7% | -1% | 1 | -9% | 8%
CCCNC(=O)N1CCN(S(=O)(=O)c2ccc3c(c2)OCCO3)CC1 | 18% | -4% | 6% | 1.2 | 5% | -3% | -16 | -4% | -2%
O=C(CSc1n[nH]c(-c2ccncc2)n1)Nc1ccccn1 | -4% | -14% | 16% | -2.4 | 6% | -7% | -5 | -3% | -3%
COc1ccc(NC(C)=O)cc1S(=O)(=O)Nc1ccc2c(c1)OCCO2 | 12% | -4% | -2% | -1.5 | 4% | -4% | 0 | 1% | 7%
COc1ccc(OCC(=O)Nc2ccc3oc(-c4ccncc4)nc3c2)cc1 | -1% | -18% | -9% | -1.8 | -20% | -5% | 1 | -9% | 16%
Cc1cc(C)c2c(c1)CC(C)(C)CC2=O | 4% | -3% | 8% | -0.6 | 5% | 2% | -1 | 1% | nt
NS(=O)(=O)c1ccc(CCNc2nc3c(-c4cccc(F)c4)nnn3c3ccccc23)cc1 | -13% | 2% | 5% | -2.4 | 2% | 5% | -19 | -22% | nt
Cn1c(N)c(C(=O)c2ccccc2)c(=O)n(C)c1=O | 7% | -6% | 1% | -0.3 | 14% | 2% | 3 | -1% | -14%
Cc1ccc(NC(=S)/N=C(\N)Nc2nc(C)c3cc(C)c(C)cc3n2)cc1C | 1% | -12% | ? | -0.4 | 7% | 3% | 7 | 16% | 29%
CC1C(=O)N(Cc2cn(CCC3OCCO3)nn2)CCS(=O)(=O)N1Cc1ccc(-c2ccc(F)nc2)cc1 (stereo unspecified) | 10% | 1% | 13% | -3.4 | 4% | 1% | 2 | 2% | 18%
CCOC(=O)c1sc2nccc(N(C)C)c2c1N=CN(C)C | 2% | -3% | 25% | -3.0 | 9% | 1% | 1 | -7% | -15%
COc1ccc(OC)c(NC(=O)COC(=O)c2c3c(nc4ccccc24)CCCC3)c1 | -9% | -4% | -28% | -1.0 | 0% | -12% | nt | -15% | 34%
O=C(COc1cc(F)ccc1[N+](=O)[O-])Nc1ccc(N2CCOCC2)cc1 | 4% | -9% | -6% | 1.2 | 3% | 2% | 3 | 1% | -9%
CC(C)NC(=O)c1ccc2c(c1)N(CC(=O)N1CCCCC1)C(=O)C(C)(C)O2 | 9% | 2% | 0% | -3.5 | 4% | -4% | 4 | 7% | 8%
COC(=O)CSc1nc(NC#N)nc(NC(C)C)n1 | 3% | -5% | -4% | -0.3 | -2% | -11% | 1 | 5% | 4%
CNC[C@H](CC1CCCCC1)NC[C@H](NCCC1CCCC1)[C@H](C)O | 17% | 0% | -8% | -2.6 | -12% | 3% | -6 | 3% | -15%
Cc1csc(NC(=O)CSc2nnc(-c3ccccc3)o2)n1 | -3% | 1% | -8% | -6.3 | -8% | 1% | 1 | -6% | nt
COC(=O)/C=C/C(=O)N1CCN(c2ccccc2)CC1 | 8% | -1% | -6% | 0.2 | 7% | 8% | -3 | -2% | nt
CC(=O)Nc1cccc2c1C(=O)N(c1ccc(OC(C)=O)cc1)C2=O | -12% | -7% | -3% | 1.0 | -4% | 0% | -1 | 6%[57.1 µM] | 2%
CNC(=S)N1CCN(C(=O)c2ccco2)CC1 | -20% | -8% | 3% | -2.5 | 3% | -4% | -3 | 1% | 19%
CCn1cc(CCC(=O)NCCc2ccccc2)c2ccccc21 | 2% | -1% | 24% | 0.1 | 6% | 9% | 0 | 7% | 8%
CC(C)C(C(=O)Nc1ccc2c(c1)OCO2)N1C(=O)c2ccccc2C1=O (stereo unspecified) | 7% | 3% | 21% | 0.3 | -3% | 5% | -2 | 7% | 23%
Cc1ccnc(NC(=O)c2cccc(NC(=O)c3ccc(Cl)cc3)c2)c1 | -2% | -10% | 4% | -0.3 | 4% | -9% | 1 | 5% | -4%
COc1ccc(-n2ncc(C(C)NS(=O)(=O)c3cccs3)c2C)cc1 (stereo unspecified) | -14% | 2% | 6% | -1.6 | 2% | -3% | 5 | -15% | nt
CC(C)NC(=O)N(C)C[C@H]1Oc2ccc(NS(=O)(=O)c3cccs3)cc2C(=O)N([C@H](C)CO)C[C@@H]1C | 9% | -4% | 1% | -0.2 | -2% | 0% | 3 | 7% | -11%
CC(=O)Nc1ccc(NC(=O)c2c(C)nn(Cc3ccccc3)c2Cl)cc1 | 22% | -4% | 3% | 0.4 | 11% | 0% | 1 | 22% | 20%
Cc1ccc(S(=O)(=O)N(C)CC(=O)OCC(=O)NC(c2ccccc2)c2ccccc2)cc1 | -10% | -9% | 3% | -2.6 | 11% | 12% | 0 | -9% | 31%
COc1ccccc1C(=O)Nc1ccc(S(=O)(=O)N2CCC(C)CC2)cc1 | -22% | -6% | -6% | -2.9 | 10% | 6% | 3 | -10% | 23%
Cc1ccc(C)c(-n2c(-c3ccco3)n[nH]c2=S)c1 | -9% | -27% | 5% | 0.4 | 5% | -8% | -12 | ? | 7%
OC(CN1CCN(Cc2ccccc2)CC1)Cn1c2ccccc2c2ccccc21 (stereo unspecified) | -26% | -8% | 17% | -0.2 | 9% | 4% | 15 | -30% | nt
COC(=O)c1cc(C(=O)OCC(=O)c2ccc[nH]2)cc([N+](=O)[O-])c1 | 5% | -19% | -2% | -0.5 | -4% | -1%[1.84 µM] | -25 | 3% | 15%
CCN(CC)c1ccc(C=Nc2ccccc2C)c(O)c1 | -5% | 4% | 0% | 3.6 | 0% | 5% | 4 | 0% | nt
Cc1ccc(S(=O)(=O)c2c(C)cc(C)nc2N2CCCC2)cc1 | -17% | 5% | 3% | -1.7 | 3% | 0% | 5 | -9% | -18%
COc1cc(C(=O)OCC(C)=O)c([N+](=O)[O-])cc1OC | -4% | -3% | -3% | -0.5 | -6% | 2% | 5 | -9% | -8%
O=C(c1ccc(Cl)s1)N1CCCC1 | 9% | 0% | -35%[inhibitor] | -1.3 | -1% | -13% | nt | 12% | 23%
CCOC(=O)c1cc(C#N)c(N2CCN(C(=O)c3ccccc3)CC2)nc1C(F)(F)F | 1% | -2% | -18% | -3.3 | -5% | 1% | 7 | -1% | 2%
Cn1cnc(S(=O)(=O)Nc2ccc(OC(F)(F)F)cc2)c1 | -3% | -8% | 5% | 0.6 | 10% | -7% | 1 | 2% | -9%
CCOC(=O)Nc1ccc2c(c1)N(C(=O)CCN1CCN(C)CC1)c1ccccc1S2 | -6% | -10% | -1% | 1.3 | -2% | 6% | 3 | -31%[57.1 µM] | -2%
O=[N+]([O-])c1ccc(/C=N/NC(=S)Nc2ccccc2)o1 | -16% | ? | -17% | -0.5 | 7% | -4% | -60* | -34% | 24%
O=C(NCc1cccnc1)/C(=N\O)c1ccccc1 | -13% | -10% | -5% | -0.3 | 5% | 1% | 0 | 6% | 4%
CCOc1ccc(S(=O)(=O)N2CCOCC2)cc1NC(=O)CSCC(=O)Nc1cccc(C)c1 | -2% | 8% | 1% | 0.8 | -1% | 3% | -1 | 4% | 5%
CC(=O)N1CCN(C(=O)c2ccc3c(c2)OCCO3)CC1 | 22% | 2% | -9% | -4.5 | 1% | ? | -3 | -4% | -14%
O=C(Nc1ccc(-c2cn3ccsc3n2)cc1)c1ccc(F)c(S(=O)(=O)N2CCOCC2)c1 | -25% | -1% | 6% | -0.2 | 10% | 1% | 0 | -18% | 0%
CC/C=C\[C@H](O)[C@H](O)C1=C(C)C(=O)[C@]2(O1)C(=O)N[C@@](OC)(C(=O)c1ccccc1)C2O (stereo partly specified) | -27% | -13% | 4% | 0.1 | -9% | -2% | 0 | 0% | 3%
CCOC(=O)c1sc2nc(CC(=O)OC)nc(NCCN3CCOCC3)c2c1C | -9% | -1% | 7% | -2.5 | -9% | 9% | 5 | 0% | nt
CCCc1n[nH]c2c1/C(=N\OCC)CC(C)(C)C2 | -12% | -3% | 22% | -1.5 | -11% | 5% | -5 | -1% | 12%
O=C(Cn1c(=O)c2c(ncn2Cc2ccccc2)n(Cc2ccccc2)c1=O)N1CCCC1 | 5% | 0% | 2% | 0.2 | -5% | 1% | 4 | -11% | 13%
FC(F)(F)c1nnc2ccc(NCn3nnc4ccccc43)nn12 | 0% | ? | -6% | -1.6 | 1% | -20% | -10 | -10%[57.1 µM] | 19%
CCN=C1SC(CC(=O)Nc2ccc(N3CCOCC3)cc2)C(=O)N1CC (stereo unspecified) | 8% | -1% | 11% | -0.3 | 4% | 7% | -7 | 8% | -11%
Cc1nnc(-c2cccc(Br)c2)c2cn(-c3ccccc3)nc12 | -7% | -2% | -12% | 1.0 | 7% | -3% | nt | 2% | 11%
Cc1c(NC(=O)CSc2nnc(C(C)Oc3ccc(Cl)cc3)n2-c2ccccc2)c(=O)n(-c2ccccc2)n1C (stereo unspecified) | -3% | -3% | 5% | -3.2 | 5% | -1% | nt | 1% | 38%
CS(=O)(=O)N1N=C(c2cccs2)CC1c1ccc(Cl)o1 (stereo unspecified) | -7% | -4% | 1% | 0.4 | 12% | 8% | 0 | 0% | -17%
COc1ccc(CCNC(=O)COC(=O)c2cc(S(=O)(=O)N3CCOCC3)ccc2C)cc1OC | -2% | -1% | -1% | -4.1 | 1% | -2% | 0 | 3% | nt
CCOc1ccc2nc(/N=C/c3nc(-c4ccc(Br)cc4)oc3O)sc2c1 | 3% | 18% | 6% | 1.9 | -1% | 0% | -63* | -25% | nt
